aSyn tox rescue – alpha-synuclein toxicity suppression in yeast | S. cerevisiae alpha-synuclein toxicity rescue, BacTiter-Glo growth, 24 h | AID 1347070 | 0.02% of 94,000 active | Potency, µM (top dose mostly 46.1 µM), without a hit: at the top dose growth rescue (activation), actives largely listed as activators; active means well fitted activation curve with a large enough effect; inconclusive means small, poorly fitted or top-dose-only effect; further: 0% is about no effect
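Growth restoration measured by BacTiter-Glo luminescence after 24 hr at 30 deg C; alpha-synuclein yeast, raffinose-pregrown to mid-log, were added at OD600=0.02 in galactose medium onto pinned compounds.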
Starred values were filed as active, the others as inactive; u = inconclusive; [ ] = dose if it differs, or a comment. Potency means the concentration at half of the fitted maximal effect.

SMILES | aSyn tox rescue
CC(=O)c1c(O)c(C)c(O)c2c1OC1=Cc3c(c(C)nn3C)C(=O)C12C (stereo unspecified) | 1.8%
O=C(O)/C=C/C(=O)OC1CC2CCC1C2 (stereo unspecified) | -1.4%
Cc1ccccc1OCc1nc2ccccc2n1Cc1ccccc1Cl | 2.2%
Cc1ccc(N2CC(NC(=O)c3ccc(S(=O)(=O)N4CCOCC4)cc3)CC2=O)cc1C (stereo unspecified) | -8.7%
CCC(=O)N1c2ccc(S(=O)(=O)NCc3ccc(F)cc3)cc2CC1C (stereo unspecified) | -2.3%
Cc1ccc(S(=O)(=O)NCC2NCCc3ccccc32)cc1 (stereo unspecified) | -4.6%
CSc1ccc(C2CC(=O)Nc3nc(SC)[nH]c(=O)c32)cc1 (stereo unspecified) | 3.0%
CCOC(=O)c1cccc(NC(=O)NC2COc3ccccc3C2)c1 (stereo unspecified) | -4.2%
Clc1ccccc1OCc1nc(-c2ccccn2)no1 | 6.7%
CCOc1ccc(NC(=O)CSc2nnc3scc(-c4ccccc4)n23)cc1 | -0.1%
CC(=O)Nc1sc(C)c(C)c1C(=O)OCC(=O)N(C)c1c(N)n(Cc2ccccc2)c(=O)[nH]c1=O | 2.5%
CCSc1ncc(Cl)c(C(=O)Nc2cccc(Cl)c2)n1 | -6.7%
COCCOC(=O)c1ccc(NC(=O)COc2ccc([N+](=O)[O-])cc2)cc1 | -4.6%
CC(C)c1nnc(NC(=O)C2CCCCC2)s1 | 6.5%
COc1cccc(OC)c1C(=O)NC(=S)Nc1ccc(S(=O)(=O)Nc2nccs2)cc1 | 4.2%
O=C(O)c1ccc(-n2nncc2-c2ccco2)cc1 | -4.1%
Clc1ccc(-c2nc3ncccn3c2Nc2ccc3c(c2)OCCO3)cc1 | -4.4%
COc1ccc(Cl)cc1NC(=O)CN(C)C(=O)c1cc(-c2cccs2)nn1-c1ccccc1 | 14.1%
Cc1sc2ncnc(SCC(=O)N3CCCC(C(N)=O)C3)c2c1C (stereo unspecified) | 6.9%
Cc1ccn(CC(=O)NC2CCCN(Cc3ccccc3F)C2)n1 (stereo unspecified) | -2.8%
O=C(O)/C=C/C(=O)NCc1cn(-c2ccccc2)nc1-c1cccc(Br)c1 | 0.8%
COc1ccc(C(c2sc3nc(C)nn3c2O)N2CC(C)OC(C)C2)cc1OC (stereo unspecified) | 1.3%
Cc1ccc(-n2nnc3c(sc4nc(C)c(C)cc43)c2=O)cc1Cl | -5.8%
CCOc1ccc(C2C(C#N)=C(N)Oc3cc(C)[nH]c(=O)c32)cc1OC (stereo unspecified) | -3.4%
O=C(Nc1cccc(C(=O)OCc2cc(=O)n3c4c(sc3n2)CCCC4)c1)c1cccc(Cl)c1 | 0.0%
CCc1ccc(C2c3c(-c4cc(C)ccc4O)n[nH]c3C(=O)N2Cc2cccnc2)cc1 (stereo unspecified) | 1.0%
COc1ccc(CCNC(=O)/C=C/C(=O)O)cc1OC | 2.4%
S=c1[nH]nc(-c2ccccc2)n1/N=C/c1c[nH]c2ccccc12 | -2.2%
CCOC(=O)C1CCCN(C(=O)c2cccc(NC(=O)c3nsc4ccccc34)c2)C1 (stereo unspecified) | -21.2%
CN(C)C(CNC(=O)CCc1nc2ccccc2s1)c1ccccc1 (stereo unspecified) | -4.0%

Reprinted at random: three compounds from above.
SMILES | aSyn tox rescue
Cc1sc2ncnc(SCC(=O)N3CCCC(C(N)=O)C3)c2c1C (stereo unspecified) | 6.9%
Clc1ccc(-c2nc3ncccn3c2Nc2ccc3c(c2)OCCO3)cc1 | -4.4%
Cc1ccn(CC(=O)NC2CCCN(Cc3ccccc3F)C2)n1 (stereo unspecified) | -2.8%

(further entries)
SMILES | aSyn tox rescue
COc1ccc(-c2nc3sc(CCNS(=O)(=O)c4ccccc4)c(C)n3n2)cc1 | 0.2%
O=c1c(=O)n(-c2cccc(Cl)c2)ccn1Cc1cccc(F)c1 | 3.5%
COc1ccccc1OCCSc1nc2ccccc2n1CCO | 3.3%
CC(=O)NS(=O)(=O)c1ccc2sc(C)nc2c1 | -6.0%
O=c1[nH]nc(SCc2cc(Cl)ccc2Cl)c(=O)[nH]1 | -6.0%
Cc1ccc(-n2c(=O)c3c(c4cc(C)ccc4n3C)n(CC(=O)Nc3ccc(F)cc3)c2=O)cc1 | -0.3%
O=C(N/N=C/c1ccc(Br)cc1)c1cc[n+]([O-])cc1 | -5.9%
O=C1CC(c2cccc(O)c2)c2cc3c(cc2N1)OCO3 (stereo unspecified) | 1.5%
CCCc1nn2cc(-c3ccc(C)c(C)c3)nc2s1 | -9.1%
COc1cc(NC(=O)CSc2nc3nc(C)c(Cc4ccc(C)cc4)c(C)n3n2)cc(OC)c1OC | 5.4%
COc1cc(S(N)(=O)=O)c(OC)cc1N | 1.6%
CCOc1ccc(C(C)=O)cc1COc1ccc(C)nc1[N+](=O)[O-] | 3.5%
CCN(CC)S(=O)(=O)c1cc(C(=O)O)ccc1OC | -8.4%
CC1=C(C(=O)N(C)C)CC(CC(=O)NCC2CCCCC2)C(=O)N1Cc1ccc(C(C)(C)C)cc1 (stereo unspecified) | -3.1%
CC1=C(C(=O)Nc2ccccc2)C(c2cccnc2)n2nc(SCc3ccccc3Cl)nc2N1 (stereo unspecified) | -2.7%

Brought forward from above: 5 compounds, then new ones.
SMILES | aSyn tox rescue
COc1cc(S(N)(=O)=O)c(OC)cc1N | 1.6%
CCOc1ccc(C(C)=O)cc1COc1ccc(C)nc1[N+](=O)[O-] | 3.5%
CCN(CC)S(=O)(=O)c1cc(C(=O)O)ccc1OC | -8.4%
CC1=C(C(=O)N(C)C)CC(CC(=O)NCC2CCCCC2)C(=O)N1Cc1ccc(C(C)(C)C)cc1 (stereo unspecified) | -3.1%
CC1=C(C(=O)Nc2ccccc2)C(c2cccnc2)n2nc(SCc3ccccc3Cl)nc2N1 (stereo unspecified) | -2.7%
Cc1cccc(-c2nnn3c2nc(NCCC(C)C)c2ccccc23)c1 | 1.0%
CCc1ccc(NC(=O)C(=O)NCC2CCCN2S(=O)(=O)c2cccs2)cc1 (stereo unspecified) | -4.4%
CN(CCCC(=O)N1CCCC(C(N)=O)C1)S(=O)(=O)c1ccc(F)cc1 (stereo unspecified) | 5.1%
CC(=O)c1c(C)[nH]c(C(=O)NCc2ccc(Cl)cc2)c1C | -7.1%
Cc1cc(Cl)ccc1OCc1nc(-c2ccc(-n3cccc3)cc2)no1 | -9.1%
Cc1cc(C)cc(OC(=O)c2cc(-c3ccc(Cl)cc3)on2)c1 | 3.1%
CCn1c(=O)c(=O)n(CC)c2cc(N3CCCCC3)c(NC(=O)c3ccc(Cl)cc3)cc21 | -17.5%
Cc1sc2nc(CSc3ncn[nH]3)[nH]c(=O)c2c1C | -5.6%
CCOC(=O)c1cc2c(=O)n3ccccc3nc2n(CCCOC)c1=NC(=O)c1c(-c2c(F)cccc2Cl)noc1C | 0.2%
O=C(O)c1ccc(/C=N/Nc2ccc(S(=O)(=O)N3CCCC3)cc2[N+](=O)[O-])cc1 | -2.1%
COc1ccc(CNC(=O)C2CCCC2)cc1 | 3.9%
CCOC(=O)N1CCC(NC(=O)c2ccc(CS(=O)(=O)c3ccccc3C)o2)CC1 | -2.7%
N#Cc1ccc(C(=O)NCc2ccc3c(c2)CCN3C(=O)c2ccc(F)cc2)cc1 | u
COc1cccc(-n2c(Cc3cc(=O)[nH]c(=O)[nH]3)nnc2SCC(=O)NC2CCCCC2)c1 | 5.9%
CCOc1ccc(-c2nc(CNC(=O)NC3CCCCC3)c(C)o2)cc1 | 2.6%
CCc1ccc(S(=O)(=O)Nc2cccc(-c3ccc(N4CCC(C)CC4)nn3)c2)s1 | 4.3%
O=C(Nc1c(C(=O)Nc2ccc(F)cc2)oc2ccccc12)c1ccccc1F | -2.7%
O=C(NC(=S)Nc1ccc(Br)cn1)c1cccnc1 | 1.6%
Cc1ccc(NC(=O)C(=O)NCCc2csc3nc(-c4ccccc4C)nn23)cc1Cl | 6.1%
CCOC(=O)C1NN=C(C(=O)c2ccccc2)C1c1ccc(OC)cc1 (stereo unspecified) | 17.1%
COc1ccc(Nc2cc(C(=O)NCCCN(C)Cc3ccccc3)c3ccccc3n2)cc1 | -2.9%
CCN(CC)S(=O)(=O)c1ccc(N2CCCC2)c(NC(=O)C2CSC3(C)CCC(=O)N23)c1 (stereo unspecified) | 6.5%
CCOc1ccccc1CNC(=O)C(CC)n1nc(C)c2c(C)n(-c3ccccc3)nc2c1=O (stereo unspecified) | -4.0%
COc1ccccc1NC(=O)CC1Sc2ccc(C(F)(F)F)cc2NC1=O (stereo unspecified) | 3.6%
CN(C(=O)COc1ccc(Cl)cc1)C1(C)CCS(=O)(=O)C1 (stereo unspecified) | -4.6%
Cc1cccc(Cn2cc3c(=O)n(CC(=O)Nc4cccc(C)c4C)nc-3c3cc(F)ccc32)c1 | 10.3%
Cc1ccccc1NC(=O)c1c(NC(=O)C(F)(F)F)sc2c1CCCCC2 | -32.0%[inhibitor]
O=C(Cn1nc(-c2cccc(Cl)c2)ccc1=O)NCC1COCCO1 (stereo unspecified) | 1.2%
O=C(NCC(=O)N(Cc1ccc(F)cc1)C(C(=O)NCC1CCCO1)c1ccccc1)c1ccco1 (stereo unspecified) | -0.2%
COc1cc(C2c3c(oc4ccccc4c3=O)C(=O)N2c2nncs2)cc(OC)c1OC (stereo unspecified) | -8.6%
Cc1ccc(/C=N/n2c(-c3cccc(Cl)c3)n[nH]c2=S)o1 | -3.4%
O=C(Cn1c(=O)oc2cc(S(=O)(=O)N3CCCC3)ccc21)Nc1ccccc1Br | -45.6%[inhibitor]
CCN1CCN(C(=O)c2ccc3c(c2)N(Cc2ccc(Cl)cc2)C(=O)c2ccccc2S3(=O)=O)CC1 | 0.2%
COc1ccc(NC(=O)Cc2nnc(SCC(=O)c3ccc(F)cc3)n2C)cc1 | 0.3%
Cc1ccc(C(=O)NCCSc2c(C)[nH]c3ccccc23)cc1[N+](=O)[O-] | -1.1%
Cc1cc(NC(=O)CSCC(=O)Nc2cccc(S(=O)(=O)N3CCCCCC3)c2)no1 | -34.8%[inhibitor]
COc1ccccc1NC(=O)CN1CCN(CC(=O)Nc2ccc(F)c(F)c2)CC1 | -7.9%
CCOc1ccc(NC(=O)c2oc3ccccc3c2NC(=O)Cc2ccc(OC)c(OC)c2)cc1 | 8.5%
Cc1ccccc1OCC(=O)N/N=C/c1sc(=O)n(Cc2cccc(C(=O)O)c2)c1Cl | 2.9%
CCc1cccc(NC(=O)CN2Cc3ccccc3C2=O)c1 | 4.3%
COc1ccc(NC(=O)Cn2cc(S(=O)(=O)c3ccccc3)c(=O)c3cc(C)ccc32)cc1Cl | 2.7%
CC(=O)CSc1nnc2cc(C)c3cc(C)cc(C)c3n12 | -0.4%
COc1ccccc1N(C(=O)CNC(=O)c1ccco1)C(C(=O)NC1CCCC1)c1ccco1 (stereo unspecified) | 8.9%
CC(=O)c1ccc(S(=O)(=O)Nc2cccc(-c3ccc(N4CCCCC4)nn3)c2)cc1 | 6.3%
CN1CCN(c2ccc(S(=O)(=O)N3CCCCC3)cc2NC(=O)Cc2ccc(Cl)cc2)CC1 | -0.4%
Cc1cc(S(=O)(=O)Nc2ccc(-c3ccc(N4CCCCC4)nn3)cc2)c(C)cc1Cl | 5.6%
COc1ccc(OC)c(-n2c(SCC(N)=O)nnc2-c2c[nH]c3ccccc23)c1 | 7.9%
Cc1nc2ccc(S(=O)(=O)N(CC(=O)Nc3ccc(F)cc3)Cc3ccccc3)cc2s1 | -9.6%
C[C@H](NC(=O)c1ccco1)C(=O)Nc1ccc(C#N)cc1 | 8.6%
COc1ccc(N2CCN(C(=O)c3cc4cc5ccc(Cl)cc5nc4o3)CC2)cc1 | -3.6%
CCCNC(=O)N(C)C[C@@H]1Oc2cc(C#C[C@H](C)O)ccc2S(=O)(=O)N([C@H](C)CO)C[C@H]1C | -5.0%
COC(=O)CSc1nnc2n(-c3ccccc3)c(=O)c3c4c(sc3n12)COC(C(C)C)C4 (stereo unspecified) | -9.9%
O=C(NCc1cccnc1)C(=O)NCC(c1cccnc1)N1CCN(c2ccccc2F)CC1 (stereo unspecified) | -3.6%
O=C(NCCSCc1ccccc1)C1CCN(S(=O)(=O)Cc2ccccc2)CC1 | -4.1%
Cc1cc(N2CCOCC2)n2ncc(-c3ccc(Cl)cc3)c2n1 | 6.4%
COc1cccc(-c2cn3ncsc3n2)c1 | -1.2%
COc1cccc(CNC(=O)c2cc3ccc4cccnc4c3[nH]2)c1 | 2.5%
Cc1ccc(NC(=O)CSc2nc3nccnc3c(=O)n2CCc2c[nH]c3ccccc23)cc1 | -5.5%
Cc1cnc(CN(C)Cc2c(C(=O)N3CCc4ccccc4C3)nc3ccc(Cl)cn23)[nH]1 | -1.9%
O=C(Nc1ccc(-c2nc3cc(Cl)ccc3o2)cc1)c1cc2ccccc2o1 | -0.7%

Structural class, those above with a nitro group on carbon (4)
SMILES | aSyn tox rescue
COCCOC(=O)c1ccc(NC(=O)COc2ccc([N+](=O)[O-])cc2)cc1 | -4.6%
CCOc1ccc(C(C)=O)cc1COc1ccc(C)nc1[N+](=O)[O-] | 3.5%
O=C(O)c1ccc(/C=N/Nc2ccc(S(=O)(=O)N3CCCC3)cc2[N+](=O)[O-])cc1 | -2.1%
Cc1ccc(C(=O)NCCSc2c(C)[nH]c3ccccc23)cc1[N+](=O)[O-] | -1.1%

Other results follow.
SMILES | aSyn tox rescue
CCc1ccc2oc(C(=O)N(Cc3cccc(Cl)c3)Cc3ccco3)c(C)c2c1 | 10.1%
C/C(=N\N1CCN(c2ccccc2)CC1)c1cccs1 | -12.6%
O=C1CC(c2nnc(Cc3cccc(Cl)c3)o2)CN1c1ccccc1 (stereo unspecified) | -4.2%
Clc1ccc(-c2csc(N/N=C/c3cccnc3)n2)c(Cl)c1 | -6.9%
O=C(CNC(=O)c1ccccc1)N/N=C/c1ccc([N+](=O)[O-])s1 | 1.2%
COc1cccc(C2C(C(=O)Nc3ccc(Cl)cc3)=C(C)Nc3nc4ccccc4n32)c1 (stereo unspecified) | -8.1%
COc1ccc(C(=O)NNC(=O)CCn2nnc(-c3ccc(Cl)cc3)n2)cc1OC | -6.3%

Screening results deposited in PubChem BioAssay by National Center for Advancing Translational Sciences (NCATS).

The list is partial. The share of hits here may be higher or lower than overall.
